Assay outcomes from PubChem BioAssay.
NCI-60 one-dose screen, 48 h, at 10 µM unless noted. Numbers give growth in % (100 = growth as untreated, 0 = no growth, -100 = all killed).
HCT-116 = HCT-116 colon cancer. 82,000 compounds, 7.3% hits
HCT-15 = HCT-15 colon cancer | 82,000 compounds, 5.2% hits
KM12 = KM12 colon cancer cells; 82,000 compounds, 5% hits
SNB-75 = SNB-75 CNS cancer | 79,000 compounds, 5% hits
HCC-2998 = HCC-2998 colon cancer; AID 1794799; 79,000 compounds, 4.7% hits
COLO 205 = COLO 205 colon cancer | 79,000 compounds, 7.3% hits | AID 1794742
A498 = A498 renal cancer cells; 76,000 compounds, 5.4% hits; AID 1794774
SW-620 = SW-620 colon cancer. 82,000 compounds, 5.2% hits. AID 1794795
HT29 = HT29 colon cancer. 81,000 compounds, 7.4% hits
Numbers without * were called inactive; . = no result given; & = joins results of further samples. Rule for the calls: active = growth percent below 10; inactive = the rest. Hits appear at their usual frequency, and some 12% of all compounds hit somewhere here.

SMILES	HCT-116	HCT-15	KM12	SNB-75	HCC-2998	COLO 205	A498	SW-620	HT29
O=C(Nc1nnc(-c2ccc(Cl)cc2Cl)s1)c1ccccc1	104	100	110	101	101	108	94	107	104
Cc1cc(C)c(CN)cc1CN	107	103	107	80	106	99	111	109	108
Cc1ccc(S(=O)(=O)C/C(=N\Nc2ccccc2)c2cc3cc(Br)ccc3oc2=O)cc1	91	94	55	48	96	.	.	96	95
N#Cc1c(N2CCCCC2)nc2c(c1C#N)CCc1ccccc1-2	87	96	94	99	108	100	103	96	99
CCc1ccc(-n2cc(COc3ccc(CNC(=O)CCCC/C=C/C(C)C)cc3OC)nn2)cc1	91	94	100	93	100	121	77	103	109
COc1cc(/C=N/O)ccc1O	99	95	110	88	98	106	108	107	103
O=C(Cn1c2ccccc2c2ccncc21)N/N=C/c1c[nH]c2ccccc12	4.3*	93	60	31	87	88	104	34	44
CCOc1ccc(NC(=O)C(C)O)cc1 (configuration not stated)	89	108	152	97	106	132	96	109	109
CC[C@]12C=CCN3CC[C@@]4(c5cc(Nc6cc(O)c7c(=O)cc(-c8ccccc8)oc7c6)c(OC)cc5N(C)[C@H]4[C@@](O)(C(=O)OC)[C@@H]1OC(C)=O)[C@@H]32	55	75	74	63	95	93	70	85	71
N/C(=N\C(N)=N\c1nc2ccccc2s1)c1ccccn1	97	97	103	100	106	111	79	107	111
CS(=O)(=O)c1ccc(-c2cnn3ccc(-c4cccc(S(=O)(=O)C5CC5)c4)nc23)cc1	56	57	62	14	75	64	30	74	34
C(=N\Nc1nc(N/N=C/c2ccc3c(c2)OCO3)nc(N2CCOCC2)n1)/c1ccc2c(c1)OCO2	63	58	83	87	92	59	.	71	48
COC(=O)c1cc(I)ccc1O	103	102	111	103	111	116	80	105	105
O=C1/C(=C/c2ccc(Cl)cc2)Sc2ccc(F)cc21	102	105	99	85	108	100	106	99	110
Fc1ccc(-c2cc3nc(C(Cl)Cl)nc(-c4cccs4)n3n2)cc1	-2.2*	16	-31*	70	-61*	-23*	-21*	2.7*	4.5*
COc1ccc(Nc2nc(NCCNc3ccnc4cc(Cl)ccc34)nc(N3CCOCC3)n2)cc1	42	15	52	38	0.7*	-37*	-18*	27	4.3*
CN1CCC(N)=NC1=O	84	106	110	109	107	127	98	107	114
CCOC(=O)CC1CSC(c2ccc(C(F)(F)F)cc2)=N1 (configuration not stated)	100	98	98	96	95	121	96	111	99
O=C(Nc1ccc(NC(=O)c2cc(S(=O)(=O)NC3CCCCC3)c(O)c(O)c2O)cc1)c1cc(S(=O)(=O)NC2CCCCC2)c(O)c(O)c1O	102	102	99	77	97	107	92	96	94
COc1cc(-c2nnc(-c3nc(-c4cc(OC)c(OC)c(OC)c4)n4ccccc34)o2)cc(OC)c1OC	66	84	74	90	88	96	99	88	74
CC(Cc1ccccc1)(C1=N[C@H](c2ccccc2)CO1)C1=N[C@@H](c2ccccc2)CO1 (some centres not stated)	88	88	97	80	103	106	76	95	93
CS(=O)(=O)Cc1cnc(C2OCCO2)s1	99	109	89	91	107	116	116	113	91
[O-][n+]1onc(-c2ccccc2)c1N1CCOCC1	107	99	104	93	102	109	91	100	105
CCOC(=O)c1ccc(Nc2sc(C(=O)c3ccc(Br)cc3)c(N)c2C#N)cc1	27	27	22	-19*	66	11	-8.5*	26	2.0*
COc1ccc(-c2c(-c3nc4ccccc4s3)c(N)nc3c(C#N)c(Nc4ccccc4)nn23)cc1	96	95	98	87	106	110	.	97	103
CC(CCC(=O)O)[C@H]1CCC2C3C(=O)C[C@@H]4CC(=O)CC[C@]4(C)C3CC(=O)[C@@]21C (some centres not stated)	112	105	108	110	103	119	88	99	117
CC(C)CCc1ccc(O)cc1	108	109	104	81	120	116	89	98	98
COc1ccc2c(c1)N(CCO)C1=C(C(=O)CCC1)C2c1ccccc1 (configuration not stated)	96	107	102	99	93	105	97	103	92
CCN1OC(=O)N(c2ccccc2)C1c1ccccc1 (configuration not stated)	99	101	102	102	105	115	82	97	110
Cc1ccc2c(c1Cl)C(=O)c1ccccc1C2=O	98	114	112	92	111	116	94	108	104
Cc1cc(-c2cn(Cc3ccc4c(Cl)cc(Cl)c(O)c4n3)nn2)ccc1F	85	59	93	48	108	89	85	85	95
Cc1cccc(/C=N/N=C2\C(=O)Nc3ccc(Br)cc32)c1	92	93	97	86	94	101	74	90	100
COC(=O)N1c2ccccc2C=CC1C#N (configuration not stated)	92	100	116	83	113	115	107	108	118
Cc1cc(Nc2c3ccccc3nc3ccccc23)ccc1NS(C)(=O)=O	14	20	41	51	51	18	24	22	18
CS(=O)(=O)c1ccc(-c2nc3ccccc3[nH]2)cc1	88	97	98	88	103	96	94	101	105
COc1ccccc1N1CCCCC1	102	102	107	99	110	113	84	100	101
S=c1oc(-c2cc(Cl)cc(Cl)c2Cl)nn1CNc1cccc(Cl)c1Cl	99	103	94	91	93	110	100	97	102
O=C(Nc1ncc(Cc2cccc(C(F)(F)F)c2)s1)C1=NCCCN1	87	84	94	95	107	94	93	96	105
C1=C\c2ccc(c(-c3nnc(Nc4ccccc4)o3)c2)/C=C\c2ccc/1cc2	75	71	99	75	109	96	.	87	76
Cc1c(C(=O)c2ccccc2)cc(C(=O)NCc2cccc(Cl)c2)n1Cc1ccc(Cl)cc1	32	34	82	78	95	64	79	88	69
C=CCSC(=S)OCc1ccccc1	93	102	102	94	111	104	105	103	99
Nc1ccc(-c2cn3c(n2)SCC3)cc1	99	91	104	90	102	102	79	99	98
CC1(C)CCC(C)(C)c2cc(C(=O)O)ccc21	102	101	101	109	106	102	98	100	110
O=C(COc1cccc(/C=C2\Cc3ccc(Cl)cc3C2=O)c1)c1ccc(Cl)cc1	97	105	127	92	113	114	123	112	107
COc1ccc(C(Nc2cccc(C)c2)C(=O)NC2CCCCC2)c(OC)c1OC (configuration not stated)	89	103	99	111	100	108	77	95	80
CCOC(=O)C(=CNc1cccc(C)n1)C(=O)OCC	97	94	98	87	99	96	93	109	103
CSc1ncc(Br)c(Nc2ccccc2C)n1	99	105	100	107	108	121	66	104	98
O=C(CSc1nnc2n(Cc3ccccc3)c(=O)c3c4c(sc3n12)CCCC4)Nc1ccc(Cl)cc1	81	103	94	85	102	97	88	105	95
Cc1ccc(NC(=O)N(C)C)cc1NC(=O)N(C)C	102	99	91	100	103	.	91	104	104
Cc1c(C)c(N2C(=O)c3ccc(O)cc3C2=O)c(C)c2c1OC(C)(CCCC(C)CCCC(C)CCCC(C)C)CC2 (configuration not stated)	97	105	108	95	102	120	.	106	101
COc1ccc(-c2nc3sc(C)nn3c2-c2nc3c(C)c(C)ccc3[nH]2)cc1	90	95	91	92	101	105	80	103	102
NC(=S)N/N=C/c1ccccc1O	91	98	103	98	98	88	93	109	76
COc1ccc(CN2C(=O)/C(=C\C(=O)c3ccc(OCCN4CCCC4)cc3)c3ccccc32)cc1	18	37	85	73	101	84	89	3.1*	9.1*
COc1ccc(NS(=O)(=O)/N=C2\NC(=O)NC2=C(Cl)Cl)cc1	91	97	32	78	.	118	94	106	102
CCOc1cccc(/C=N/NC(=O)c2ccc(Nc3ccnc(C(F)(F)F)c3)cc2)c1O	7.5*	19	25	21	35	-9.2*	-2.1*	32	49
N#CC1=C2CCCCC2(O)NC1=O (configuration not stated)	110	99	109	95	108	111	97	103	106
CC(C)(C)OC(=O)NCCc1ccc(N)cc1	112	111	107	88	107	110	92	98	96
Oc1ccc(N=Cc2c(O)ccc3ccccc23)cc1	89	86	87	66	110	115	94	83	84
CCCCCCCCCCCCCCCC(=O)Nc1cccc2ccccc12	100	103	101	115	108	112	.	101	110
C[N+](C)(C)CCO	107&97&105	100&96&110	104&108&111	.	103&107&101	121&112&105	109&103&101	101&103&109	105&102&109

Ordered by formula weight (low to high): part of the list above.
SMILES	HCT-116	HCT-15	KM12	SNB-75	HCC-2998	COLO 205	A498	SW-620	HT29
C[N+](C)(C)CCO	107&97&105	100&96&110	104&108&111	.	103&107&101	121&112&105	109&103&101	101&103&109	105&102&109
NC(=S)N/N=C/c1ccccc1O	91	98	103	98	98	88	93	109	76
Nc1ccc(-c2cn3c(n2)SCC3)cc1	99	91	104	90	102	102	79	99	98
C=CCSC(=S)OCc1ccccc1	93	102	102	94	111	104	105	103	99
CC1(C)CCC(C)(C)c2cc(C(=O)O)ccc21	102	101	101	109	106	102	98	100	110
CC(C)(C)OC(=O)NCCc1ccc(N)cc1	112	111	107	88	107	110	92	98	96
CCOC(=O)C(=CNc1cccc(C)n1)C(=O)OCC	97	94	98	87	99	96	93	109	103
COc1ccc(C(Nc2cccc(C)c2)C(=O)NC2CCCCC2)c(OC)c1OC (configuration not stated)	89	103	99	111	100	108	77	95	80
CCOc1cccc(/C=N/NC(=O)c2ccc(Nc3ccnc(C(F)(F)F)c3)cc2)c1O	7.5*	19	25	21	35	-9.2*	-2.1*	32	49
COc1ccc(CN2C(=O)/C(=C\C(=O)c3ccc(OCCN4CCCC4)cc3)c3ccccc32)cc1	18	37	85	73	101	84	89	3.1*	9.1*
Cc1c(C)c(N2C(=O)c3ccc(O)cc3C2=O)c(C)c2c1OC(C)(CCCC(C)CCCC(C)CCCC(C)C)CC2 (configuration not stated)	97	105	108	95	102	120	.	106	101

The list goes on:
SMILES	HCT-116	HCT-15	KM12	SNB-75	HCC-2998	COLO 205	A498	SW-620	HT29
O=C(/C=C/c1cccc(O)c1)c1cccc(-n2cc(-c3ccc(Cl)cc3)[nH]c2=O)c1	-85*	-23*	-73*	0.6*	-64*	42	62	-75*	-10*
C[S+](C)CC(=O)c1ccc(Br)cc1	97	109	102	85	108	113	105	104	109
O=C(O)C(Cc1ccccc1N(CCO)CCO)N1C(=O)c2ccccc2C1=O (configuration not stated)	116&105	108&117	98&108	96&96	104&103	100&111	118	101&106	100&105
COc1ccc(C(Nc2nc(C)cs2)c2cn(C)c3ccccc23)cc1 (configuration not stated)	56	91	59	.	81	40	89	84	75
CCN1C(=O)N(CC)C2Nn3c(s/c(=C\c4ccc(C(F)(F)F)cc4)c3=O)=NC21 (configuration not stated)	95	92	102	86	109	130	112	98	114
CCN=C1C=CC(=C(c2ccc(N(C)C)cc2)c2ccc(N(C)C)cc2)c2ccccc21	-52*	-8.0*	-86*	-17*	-41*	-79*	13	-9.4*	-19*
NC(=O)NC(=O)Oc1cccc2ccccc12	102	88	102	92	87	109	112	100	96
O=C(O)c1cn(C2CC2)c2cc(N3CCN(Cc4nc5c(cnn5-c5ccccc5)c(=O)[nH]4)CC3)c(F)cc2c1=O	105	101	108	.	101	114	91	106	106
Clc1ccc(Cc2nnc(Nc3nc4ccccc4s3)s2)cc1	93	90	77	99	98	115	96	103	100
O=C1N2C(=NC1(c1cccnc1)c1ccccn1)Nc1nc3ccccc3n1C2c1ccccn1 (configuration not stated)	90	80	97	.	99	89	.	99	90
O=c1[nH]c2cc(Cl)cc([N+](=O)[O-])c2c2ccc(Cl)cc12	103	113	112	66	112	102	98	103	126
COc1cccc(Cc2cc(-c3ccccc3)nn(Cc3ccccc3)c2=O)c1	44	62	71	70	75	72	74	70	57
N#Cc1c(-c2ccc(F)cc2)nc(N=Nc2c(O)[nH]c3ccccc23)[nH]c1=O	102	100	103	.	110	103	.	105	104
Cc1nc2ccc(Nc3nc(N4CCOCC4)nc(N4CCOCC4)n3)cc2n1Cc1ccccc1	94	95	103	92	109	102	60	103	102
COc1cc2oc(-c3cccc(NC(=O)c4cc(NC(=O)[C@H](C)N)ccc4Cl)c3)cc(=O)c2c(OC)c1OC	95	80	96	96	100	101	72	104	115
COc1cc(CNS(=O)(=O)c2ccc(C)cc2)ccc1OCc1cn(-c2ccc(Br)cc2)nn1	100	103	103	87	.	120	71	99	105
N#Cc1ccc2nc(-c3nonc3N)[nH]c2c1	99	100	102	82	105	123	95	117	106
Cc1ccc(Cc2cnc(NC(=O)CN3C(=O)S/C(=C\c4ccc(Cl)cc4Cl)C3=O)s2)cc1	98	104	102	94	112	109	109	103	111
Cc1ccc(NC(=O)Nc2nccnc2OCc2ccc(F)cc2)cc1	85	112	90	88	109	.	114	107	95
COC(=O)c1c(-c2ccc(C(F)(F)F)cc2)nn(-c2cccc(Cl)c2)c1C(=O)OC	81	76	94	72	92	91	88	92	71
Cc1ccc(C(N)=O)cn1	115	112	108	98	96	117	102	109	99
C/C=C(\C)C(C#N)(CCCC)C(=O)OCC (configuration not stated)	121	109	102	90	104	112	111	111	.
COc1cc(/C=C/C(=O)/C=C/c2cc(OC)c3c(c2)OCO3)cc2c1OCO2	-94*	69	-17*	.	15	97	117	11	6.9*
COc1ccc(Cl)cc1Nc1nc(C(F)(F)F)ccc1C(=O)N/N=C/c1ccc([N+](=O)[O-])cc1	11	3.4*	-3.5*	30	-28*	9.9*	3.2*	5.8*	2.6*
Cn1c(=O)c2[nH]c(/N=N/SCCC(=O)O)nc2n(C)c1=O	98	102	106	97	105	108	101	101	95
Fc1cc(COC2CCN(Cc3ccc4[nH]ncc4c3)CC2)ccc1Cl	76	81	89	94	95	90	99	91	82
COc1cc(-c2nc(-c3ccc(-c4nc5ccc(Cl)cc5[nH]4)cc3)no2)cc(OC)c1OC	99	97	103	89	101	119	64	101	94
CO[C@H]1/C=C/O[C@@]2(C)Oc3c(C)c(O)c4c(O)c(c(/C=N/N5C(C)CN(Cc6ccccc6)CC5C)c(O)c4c3C2=O)NC(=O)/C(C)=C\C=C\[C@H](C)[C@H](O)[C@@H](C)[C@@H](O)[C@@H](C)[C@H](OC(C)=O)[C@@H]1C (some centres not stated)	38	57	53	127	.	80	96	80	88
O=C1C[C@H](N2C(=O)c3ccccc3S2(=O)=O)C2CO[C@@H]1O2	43	60	102	91	99	64	94	56	70
